mcGAS lum – blocks mouse cGAS activity; AID 1259399; Q8C6L5; recombinant cGAS, Kinase-Glo ATP depletion luminescence; 160,000 tested, 0.15% active; inhibition, % at 12.5 µM;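 also: 0% = negative control wells and 100% = reference inhibitor with no enzyme activity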
NPYLR7 agonist – activates Aedes aegypti NPYLR7 receptor | HEK293T NPYLR7/Galpha15, GCaMP6s calcium fluorescence | activation, % at 10 µM | 270,000 tested, 0.15% active; in the data active = activation above about 40%;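 also: 0% = vehicle and 100% = reference agonist at the receptor; some compounds past the cut are filed as inactive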
hcGAS lum – human cGAS inhibition. recombinant h-cGAS, ATP depletion, Kinase-Glo luminescence. inhibition, % at 12.5 µM. 290,000 tested, 0.081% active. AID 1259398. Q8N884;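 also: 0% = vehicle reaction and 100% = reaction without DNA for no activity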
Target sequence (Q8N884 whole entry, looked up): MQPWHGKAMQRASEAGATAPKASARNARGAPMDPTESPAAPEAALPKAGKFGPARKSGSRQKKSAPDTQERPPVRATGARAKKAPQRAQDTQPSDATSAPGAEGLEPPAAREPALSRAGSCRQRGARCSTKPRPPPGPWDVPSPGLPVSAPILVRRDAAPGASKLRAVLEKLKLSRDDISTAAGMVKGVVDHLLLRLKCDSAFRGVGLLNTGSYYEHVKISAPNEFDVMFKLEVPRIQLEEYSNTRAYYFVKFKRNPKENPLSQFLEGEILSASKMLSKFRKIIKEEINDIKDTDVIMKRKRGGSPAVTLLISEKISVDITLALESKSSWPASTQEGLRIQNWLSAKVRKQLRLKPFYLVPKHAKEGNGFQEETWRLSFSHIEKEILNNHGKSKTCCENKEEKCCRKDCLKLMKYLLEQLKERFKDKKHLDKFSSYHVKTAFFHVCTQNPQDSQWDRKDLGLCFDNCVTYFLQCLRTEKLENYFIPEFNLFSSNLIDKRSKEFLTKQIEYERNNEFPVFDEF
Starred values were filed as active, the others as inactive; x = not tested or not shown; & = joins results of further samples. Rule as the data show it, unless noted: active = inhibition above about 40%; inactive = the rest.

entry	structure	NPYLR7 agonist	mcGAS lum	hcGAS lum
1	Cc1cc(CN(C)C(=O)CC(c2ccccc2)c2ccc3c(c2)OCO3)n[nH]1 (stereo not given)	2.4	x	-3.7
2	CC(C)NC(=O)Nc1ccc(N(C)C)c(CN(C(=O)C2CC2)C2CCCCC2)c1	12.6	-3.9	-6.0
3	CN(C)C1[C@@H]2CC[C@H]1CN(Cc1ccc(CCC(C)(C)O)cc1)C2 (stereo not given in full)	x	-5.9	-15.6
4	COCCN(CC(=O)N(CCc1c[nH]c2ccccc12)Cc1ccc(N(C)C)cc1)C(=O)c1cc(Cl)cc(Cl)c1	15.9	-4.4	-2.8
5	COC(=O)c1c(NC(=O)CSc2nnc3sc4ccccc4n23)sc2c1CCCC2	-4.9	-5.1	-3.6
6	O=C(C1CCCN(c2nc3nonc3nc2N2CCCCCC2)C1)N1CCOCC1 (stereo not given)	7.5	x	6.0
7	CN1C(=C2C=NN(C)P2(=O)N2CCCCCC2)C(C)(C)c2ccccc21 (stereo not given)	8.5	x	-4.3
8	CS(=O)(=O)c1ccc(Nc2nc(C(=O)NCc3cccnc3)cs2)cc1	-1.2	x	1.6

(listing goes on)
entry	structure	NPYLR7 agonist	mcGAS lum	hcGAS lum
9	COc1ccc(C)cc1NC(=O)CN1CCCC(C(F)(F)F)C1 (stereo not given)	12.5	x	-18.5
10	CCc1cccc2c(C(CC(=O)NCCOC)c3cccc4c3OCO4)c[nH]c12 (stereo not given)	x	-2.8	0.6
11	CCc1cccc(C)c1NC(=O)Cn1nc(-c2ccccc2)c2sc(N3CCOCC3)nc2c1=O	-1.3	-11.6	-3.1
12	Cc1cccc(-n2nc3c(c2NC(=O)C(C)C)CSC3)c1	-4.0	-7.2	-6.9
13	COc1ccc(C2c3sc(=S)[nH]c3SC3C(=O)N(c4ccc(C)cc4)C(=O)C32)cc1 (stereo not given)	-6.6	x	-4.6
14	CCc1nc2c(OCCOC)cccn2c1N(C)C(=O)Nc1ccccc1OC	-9.9	-0.9	-2.2
15	COc1ccccc1CCNCc1c(C(=O)N2CCCCCC2)nc2cc(C)ccn12	2.7&1.5	-10.7&-3.4	-9.6&-4.1
16	COc1ccc(/C=N\N=C2\CC(C)(C)Cc3n[nH]c(=O)cc32)cc1OC	-9.7	x	-6.5

The list continues.
entry	structure	NPYLR7 agonist	mcGAS lum	hcGAS lum
17	CC(=O)Nc1ccc(Nc2cc(C)nc3c(-c4ccccc4)cnn23)cc1	-2.0	-6.3	-8.6
18	Nc1nc2nc(-c3ccc(Cl)cc3)cc(C(F)(F)F)n2n1	10.2	x	-4.0
19	COc1cc(Br)c(CCNS(=O)(=O)N2CCCC(C)C2)cc1OC (stereo not given)	3.3	x	-7.5
20	COCCN1CCCC2(CCN(Cc3cccc(-n4cccn4)c3)C2)C1=O (stereo not given)	20.7	x	-3.0
21	CN1CCN(n2c3c(c(SCC(=O)N4CCc5ccccc54)nc2=O)CCC3)CC1	-3.0	0.0	-1.7
22	CC1(C(=O)Nc2cnc3ccccc3c2)CCN1Cc1ccccc1OC(F)F (stereo not given)	9.6	x	-9.9
23	COc1ccc(OC)c(C2SCC(=O)N(CC(=O)NCC3CCCO3)c3c2c(C(C)(C)C)nn3-c2ccccc2Cl)c1 (stereo not given)	3.8	-4.2	-8.7
24	c1nc(-c2ccc(-n3cnnc3)cc2)cs1	3.2	-11.6	-3.5

Some of the entries so far, in transposed form:
1. Cc1cc(CN(C)C(=O)CC(c2ccccc2)c2ccc3c(c2)OCO3)n[nH]1 (stereo not given)
2. CC(C)NC(=O)Nc1ccc(N(C)C)c(CN(C(=O)C2CC2)C2CCCCC2)c1
3. CN(C)C1[C@@H]2CC[C@H]1CN(Cc1ccc(CCC(C)(C)O)cc1)C2 (stereo not given in full)
4. COCCN(CC(=O)N(CCc1c[nH]c2ccccc12)Cc1ccc(N(C)C)cc1)C(=O)c1cc(Cl)cc(Cl)c1
5. COC(=O)c1c(NC(=O)CSc2nnc3sc4ccccc4n23)sc2c1CCCC2
6. O=C(C1CCCN(c2nc3nonc3nc2N2CCCCCC2)C1)N1CCOCC1 (stereo not given)
7. CN1C(=C2C=NN(C)P2(=O)N2CCCCCC2)C(C)(C)c2ccccc21 (stereo not given)
8. CS(=O)(=O)c1ccc(Nc2nc(C(=O)NCc3cccnc3)cs2)cc1
9. COc1ccc(C)cc1NC(=O)CN1CCCC(C(F)(F)F)C1 (stereo not given)
10. CCc1cccc2c(C(CC(=O)NCCOC)c3cccc4c3OCO4)c[nH]c12 (stereo not given)

| assay / compound | 1 | 2 | 3 | 4 | 5 | 6 | 7 | 8 | 9 | 10 |
| --- | --- | --- | --- | --- | --- | --- | --- | --- | --- | --- |
| NPYLR7 agonist | 2.4 | 12.6 | x | 15.9 | -4.9 | 7.5 | 8.5 | -1.2 | 12.5 | x |
| mcGAS lum | x | -3.9 | -5.9 | -4.4 | -5.1 | x | x | x | x | -2.8 |
| hcGAS lum | -3.7 | -6.0 | -15.6 | -2.8 | -3.6 | 6.0 | -4.3 | 1.6 | -18.5 | 0.6 |

11. CCc1cccc(C)c1NC(=O)Cn1nc(-c2ccccc2)c2sc(N3CCOCC3)nc2c1=O
12. Cc1cccc(-n2nc3c(c2NC(=O)C(C)C)CSC3)c1
13. COc1ccc(C2c3sc(=S)[nH]c3SC3C(=O)N(c4ccc(C)cc4)C(=O)C32)cc1 (stereo not given)
14. CCc1nc2c(OCCOC)cccn2c1N(C)C(=O)Nc1ccccc1OC
15. COc1ccccc1CCNCc1c(C(=O)N2CCCCCC2)nc2cc(C)ccn12
16. COc1ccc(/C=N\N=C2\CC(C)(C)Cc3n[nH]c(=O)cc32)cc1OC
17. CC(=O)Nc1ccc(Nc2cc(C)nc3c(-c4ccccc4)cnn23)cc1
18. Nc1nc2nc(-c3ccc(Cl)cc3)cc(C(F)(F)F)n2n1
19. COc1cc(Br)c(CCNS(=O)(=O)N2CCCC(C)C2)cc1OC (stereo not given)
20. COCCN1CCCC2(CCN(Cc3cccc(-n4cccn4)c3)C2)C1=O (stereo not given)

| assay / compound | 11 | 12 | 13 | 14 | 15 | 16 | 17 | 18 | 19 | 20 |
| --- | --- | --- | --- | --- | --- | --- | --- | --- | --- | --- |
| NPYLR7 agonist | -1.3 | -4.0 | -6.6 | -9.9 | 2.7&1.5 | -9.7 | -2.0 | 10.2 | 3.3 | 20.7 |
| mcGAS lum | -11.6 | -7.2 | x | -0.9 | -10.7&-3.4 | x | -6.3 | x | x | x |
| hcGAS lum | -3.1 | -6.9 | -4.6 | -2.2 | -9.6&-4.1 | -6.5 | -8.6 | -4.0 | -7.5 | -3.0 |

21. CN1CCN(n2c3c(c(SCC(=O)N4CCc5ccccc54)nc2=O)CCC3)CC1
22. CC1(C(=O)Nc2cnc3ccccc3c2)CCN1Cc1ccccc1OC(F)F (stereo not given)
23. COc1ccc(OC)c(C2SCC(=O)N(CC(=O)NCC3CCCO3)c3c2c(C(C)(C)C)nn3-c2ccccc2Cl)c1 (stereo not given)

| assay / compound | 21 | 22 | 23 |
| --- | --- | --- | --- |
| NPYLR7 agonist | -3.0 | 9.6 | 3.8 |
| mcGAS lum | 0.0 | x | -4.2 |
| hcGAS lum | -1.7 | -9.9 | -8.7 |

(cont.)
entry	structure	NPYLR7 agonist	mcGAS lum	hcGAS lum
25	CC(=NNc1nc(N)ncc1[N+](=O)[O-])c1cccs1	0.1	-6.1	-4.1
26	CCCN1CC=C2C(C#N)C(=N)C(C#N)(C#N)C(c3cccs3)C2C1 (stereo not given)	28.3	-0.4	-1.4
27	COCc1cc(C)nc(N/N=C\c2ccc(Cl)c(Cl)c2)c1C#N	-1.4	-1.8	0.8
28	Cc1cc(NC(=O)CN2CCCc3cc(C(F)(F)F)ccc32)on1	-6.9	x	6.8
29	CCOc1ccc(S(=O)(=O)N(C)c2ccc(O)cc2)cc1	5.8	-5.9	-10.7
30	N#CCOC(=O)c1ccccc1OCc1ccccc1Br	-2.7	x	2.9
31	CCOC(=O)c1ccc(C)[n+](C)c1	-3.6	-4.2	2.3
32	CCN1CCN(C(=O)CCCc2cn[nH]c2)C(C)C1=O (stereo not given)	-2.9	x	-6.7

Entries above that have an aryl thioether with sulfur outside any ring, in the order listed:
entry	structure	NPYLR7 agonist	mcGAS lum	hcGAS lum
5	COC(=O)c1c(NC(=O)CSc2nnc3sc4ccccc4n23)sc2c1CCCC2	-4.9	-5.1	-3.6
21	CN1CCN(n2c3c(c(SCC(=O)N4CCc5ccccc54)nc2=O)CCC3)CC1	-3.0	0.0	-1.7

Next structures.
entry	structure	NPYLR7 agonist	mcGAS lum	hcGAS lum
33	COc1cc(CC(=O)NCC2(N(C)CCO)CCCCC2)ccc1C	2.2	x	2.8
34	COCCNC(=O)c1cc(NC(=O)Nc2cc(C(F)(F)F)cc(C(F)(F)F)c2)ccc1N1CCC(C)CC1	x	-5.5	-1.7
35	c1csc(-c2noc(CN3CCCC(c4nc5ccccc5o4)C3)n2)c1 (stereo not given)	8.6	x	-5.6
36	c1cc(-c2ccc(CN3CC[C@H]4CC[C@@H](C3)N4)s2)[nH]n1	11.9	-12.1	-10.4
37	COc1cc(OC)cc(C(=O)N2CCNCC2)c1	1.0	x	-20.4
38	Cc1cc(NC(=O)CS(=O)(=O)c2cn(Cc3ccccc3C)c3ccccc23)no1	13.2	-6.8	-6.3
39	Cc1cc(=O)n2nc(N)sc2n1	-0.1	x	-1.2
40	Cc1c(Cl)ccc2sc(N(CCCn3ccnc3)C(=O)/C=C/c3cccs3)nc12	-10.5	-7.3	-6.0

(list continues)
entry	structure	NPYLR7 agonist	mcGAS lum	hcGAS lum
41	Cc1cccc(C(=O)NC(C(=O)NC2C3CCCCC32)C(C)C)c1 (stereo not given)	0.0	-15.9	-8.2
42	Cc1c(Br)c(C(F)(F)F)nn1CC(N)=O	-1.8	x	0.4
43	CN(C)C(CNCc1sc2ccccc2c1Cl)c1ccsc1 (stereo not given)	1.0	x	-8.2
44	O=C(NCC1CCOCC1)c1ccc(-c2ccc(F)c(F)c2)c2ccoc12	-10.2	-4.7	-1.8
45	CC(NC(=O)N1CCN(c2cccc(Cl)c2)CC1)C1CCCO1 (stereo not given)	4.6	x	-17.8
46	Cc1ccc(NC(=O)C2(C)CCN2C(=O)Cc2ccc(-c3ccccc3)cc2)cc1 (stereo not given)	10.9	-2.4	-5.9
47	CCn1cc(/C=N/NC(=O)c2ccc(C(C)(C)C)cc2)cn1	-1.2	x	3.6
48	Cc1ccc(/C=C/S(=O)(=O)Nc2cnn(CC3CCCO3)c2)cc1 (stereo not given)	-2.6	x	6.5

Further records follow:
entry	structure	NPYLR7 agonist	mcGAS lum	hcGAS lum
49	O=C(O)CN1C(=O)c2ccccc2S1(=O)=O	19.3	-4.5	-4.2
50	O=C(NCCSCc1ccccc1)c1ccc(-c2cc(-c3ccccc3)n[nH]2)cc1	x	-6.4	-7.8
51	Cc1ccc(-n2cc(-c3ccccc3)c3c(NCCCO)ncnc32)cc1Cl	-3.1	-0.4	1.7
52	OC[C@@H](O)[C@H](O)[C@@H](O)[C@H](O)CO	-15.1	x	2.0
53	Cc1ccc(NC2CCCN(C(=O)c3cc(=O)c4ccccc4o3)C2)cc1C (stereo not given)	0.4&14.3	-10.1	-8.2&-5.6
54	CC(C)n1ccnc1CNC(=O)CCc1c[nH]c2ccccc12	7.4	-17.8	-6.1
55	Cc1ccccc1C1=NOC(CN(Cc2cccc(Cl)c2)C(=O)C2CC2)C1 (stereo not given)	16.5	-3.0	0.1
56	CCn1c(CN2CC(C)OC(C)C2)nc2c1c(=O)n(C)c(=O)n2C (stereo not given)	5.4	x	-5.9

Next structures follow:
entry	structure	NPYLR7 agonist	mcGAS lum	hcGAS lum
57	CC(C)N1CCC(CNC(=O)/C=C/c2ccc(C#N)cc2)C1 (stereo not given)	0.1	x	-6.4
58	C=CCn1c(SCC(=O)Nc2cccc(O)c2)nc2sc3c(c2c1=O)CCC3	3.1	-2.9	1.7
59	CC(NC(=O)c1cccs1)C(=O)N(C)Cc1ccsc1 (stereo not given)	0.6	x	-4.1
60	CCOc1ccc(-n2c(SCC(=O)Nc3ccccc3)nc3c(c2=O)SCC3)cc1	3.8	-1.8	7.4
61	O=C(CNC(=O)c1ccco1)NNC(=O)c1ccc(Br)s1	5.1	-7.4	-1.9
62	CCN(C)C(C(=O)OCC(=O)NCC(F)(F)F)c1ccccc1 (stereo not given)	4.1	x	-9.0
63	O=C(CCc1nnc(Cc2c[nH]c3ccccc23)o1)NCc1ccccc1F	7.3	x	-5.7

High-throughput results: PubChem BioAssay, Fisher Drug Discovery Resource Center
